# Screens as filed in PubChem BioAssay.
# EPAC2 antag: antagonists of human EPAC2. Q8WZA2. EPAC2 GEF exchange of Rap1B-BODIPY-GDP, fluorescence. Potency, µM (highest dose often 114 µM), inactives show at the highest dose activity, negative = inhibition, hits mostly inhibitors. actives 0.18% (n = 360,000); further: potency means the concentration at half of the fitted maximal effect; on the % scale 0 is the no-effect control and ±100 the full control effect; nearly all actives have a fitted effect of over 45% in size; many of its hits are not listed in these tables
# Target sequence (Q8WZA2 whole entry, looked up): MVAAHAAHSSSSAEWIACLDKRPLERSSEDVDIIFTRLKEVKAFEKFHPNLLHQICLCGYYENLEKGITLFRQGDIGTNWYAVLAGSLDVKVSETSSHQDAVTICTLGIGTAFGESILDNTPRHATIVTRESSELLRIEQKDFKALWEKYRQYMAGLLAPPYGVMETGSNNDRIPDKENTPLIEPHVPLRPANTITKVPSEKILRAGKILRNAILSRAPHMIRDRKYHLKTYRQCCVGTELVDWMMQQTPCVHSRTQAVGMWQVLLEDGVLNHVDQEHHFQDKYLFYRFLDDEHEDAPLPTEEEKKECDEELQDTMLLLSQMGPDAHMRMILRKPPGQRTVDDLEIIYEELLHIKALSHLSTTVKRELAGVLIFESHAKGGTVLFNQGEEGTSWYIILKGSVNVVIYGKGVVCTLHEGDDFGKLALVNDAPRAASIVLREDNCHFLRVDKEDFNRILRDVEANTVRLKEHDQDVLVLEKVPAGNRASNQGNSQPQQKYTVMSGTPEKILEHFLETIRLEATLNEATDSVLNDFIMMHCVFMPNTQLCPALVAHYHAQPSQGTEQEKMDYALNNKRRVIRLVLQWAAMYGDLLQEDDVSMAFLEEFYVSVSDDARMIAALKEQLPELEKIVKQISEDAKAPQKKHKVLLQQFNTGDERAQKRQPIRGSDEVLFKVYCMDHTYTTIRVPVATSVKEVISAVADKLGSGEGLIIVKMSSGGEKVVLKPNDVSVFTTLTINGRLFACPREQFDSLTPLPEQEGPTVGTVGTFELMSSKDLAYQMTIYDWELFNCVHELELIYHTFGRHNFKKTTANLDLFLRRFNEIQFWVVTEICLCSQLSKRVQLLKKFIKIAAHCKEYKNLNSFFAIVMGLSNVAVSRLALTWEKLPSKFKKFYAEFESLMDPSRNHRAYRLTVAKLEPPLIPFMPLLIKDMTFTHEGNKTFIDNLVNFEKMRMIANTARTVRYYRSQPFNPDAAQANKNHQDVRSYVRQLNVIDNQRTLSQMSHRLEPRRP
# Nrf2 block: Nrf2 pathway inhibition; AID 504444; Potency, µM (titrated, usually from 46 µM), for the others: top-dose activity change, negative = inhibition, hits mostly inhibitors; actives 2.1% (n = 360,000); A549 ARE-Fluc reporter, luciferase luminescence, 18-24 h; further: potency means the concentration at half of the fitted maximal effect; on the % scale 0 is the no-effect control and ±100 the full control effect; nearly all actives have a fitted effect of over 60% in size
#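 Concentration-response testing used A549 ARE_Fluc cells at 5000 cells/well. Following an 18-24 h compound incubation, viability was read by fluorescence (Ex 405/Em 525) and luciferase output by luminescence.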
# TGFb inhibitor: TGF-b pathway inhibition. HepG2 CAGA-GFP TGF-b/SMAD3 reporter, GFP fluorescence, 18 h; TGF-beta stimulated, 500 pg/mL final. Potency, µM (highest dose often 46.1 µM), for inactives: at the highest dose activity, negative = inhibition, usual class: inhibitors. actives 1.2% (n = 410,000); further: potency means the concentration at half of the fitted maximal effect; on the % scale 0 is the no-effect control and ±100 the full control effect; nearly all actives have a fitted effect of over 65% in size
#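 Smad-responsive CAGA-GFP expression was quantified in HEPG2 cells exposed to compounds and 500 pg/mL final TGF-beta for 18 h at 37 degrees C; unstimulated wells defined full inhibition.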
# Akt phos inh: Akt phosphorylation inhibition. Neuro2A IGF-stimulated pAkt S473 HTRF, 20 min; stronger effect = lower value. activity change, % for hits at 50 µM. actives 0.32% (n = 360,000). AID 651550; in the data active means activity change below about -80%; inconclusive means mostly about -51% to -80%; further: on the % scale 0 is the no-effect control and ±100 the full control effect
#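 Single-point screen (50 µM final compound) in Neuro2A cells stimulated 20 min with 6 nM IGF at 37 deg C. After lysis, Ser473-phosphorylated Akt read by HTRF (ex 330 nm, em 615/665 nm) as the 665/615 ratio.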
# EPAC2 agonist: activates human EPAC2 exchange factor; Q8WZA2; EPAC2 activation, biochemical qHTS; response scale: 100% = 6.5 mM cAMP response; Potency, µM (series often up to 154 µM), for the others: at the highest dose activation, actives largely listed as activators; actives 0.079% (n = 360,000); AID 720711; further: potency means the concentration at half of the fitted maximal effect; nearly all actives have a fitted effect of over 50% in size
#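 Exchange assay: 100 nM EPAC2 with 250 nM Rap1B-BODIPY-GDP and 50 uM GDP. Fluorescence (ex 480/em 540 nm) read every 5 min for 30 min at room temperature. Data normalized to 6.5 mM cAMP as agonist control.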
# Nrf2 activator: Nrf2 pathway activation | actives 0.31% (n = 410,000) | AREc32 ARE-luciferase reporter (MCF7-derived line), luminescence, 24 h | Potency, µM (doses to about 46.1 µM), inactives show at the highest dose activation, hits mostly activators | AID 624171; further: potency means the concentration at half of the fitted maximal effect; % of control where 0% means no effect; nearly all actives have a fitted effect of over 65% in size
#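 Each well held 1000 AREc32 cells, which were incubated with compound for 24 hr at 37 deg C after overnight attachment, and ARE reporter activity was quantified by firefly luciferase luminescence.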
# MmCpn inh: blocks the Methanococcus maripaludis chaperonin Mm-Cpn; purified Mm-Cpn ATPase, ADP Transcreener TR-FRET; Potency, µM (doses to about 76.9 µM), for inactives: at the top dose activity, negative = inhibition, actives largely listed as inhibitors; actives 0.031% (n = 330,000); further: potency means the concentration at half of the fitted maximal effect; on the % scale 0 is the no-effect control and ±100 the full control effect; nearly all actives have a fitted effect of over 80% in size
#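 Measured: ADP formation by purified Mm-CPN. Conditions: 25 nM protein, 10 uM ATP, Tris pH 7.4 with Mg2+, K+ and DTT, 37°C for 30 min. Detection: Transcreener HTRF after 30 min at room temperature.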
# A549 tox: kills or reduces viability of A549 cells in Nrf2 counter-screen | actives 0.16% (n = 390,000) | Potency, µM (doses to about 46 µM), inactives show at the top dose activity change, negative = cytotoxicity, actives largely listed as inhibitors | A549 ARE-Fluc cells, CellTiter-Fluor viability, 18-24 h | AID 504648; further: potency means the concentration at half of the fitted maximal effect; on the % scale 0 is the no-effect control and ±100 the full control effect
#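 Cytotoxicity counterscreen: CellTiter-Fluor fluorescence was measured in A549 ARE_Fluc cells after 18-24 h of compound exposure in a concentration series. The subsequent BugLite luminescent read reports ARE-luciferase activity.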
# CCT modulator: modulators of cytosolic chaperonin (CCT/TRiC) activity; purified chaperonin ATPase assay, HTRF ADP detection, 30 min; activity change, % (test concentration not listed), hits read low; actives 0.3% (n = 360,000); AID 651819; in the data active means activity change below about -30%; further: on the % scale 0 is the no-effect control and ±100 the full control effect
#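 Enzyme 40 or 20 nM (batch-dependent) in Tris pH 7.4/KCl/MgCl2/DTT; cpd 76 uM single point; ATP 10 uM; 30 min 37 °C; Transcreener ADP HTRF detection, 30 min RT; ratio 665/615.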
# The depositor's hits bear a star; i = inactive; ? = inconclusive; / = no result given; & = joins results of further samples; [ ] = remark or other dose. Unless noted, the call rests on the fitted dose curve; in most records, active means well fitted curve in the direction sought with a large enough effect; inconclusive means small, poorly fitted or top-dose-only effect, or another doubt; inactive means no such curve, though single readings can be large; an effect the other way counts as inactive or inconclusive. This is a subset; count on the stated rates, not on these rows.
No. | SMILES | EPAC2 antag | Nrf2 block | TGFb inhibitor | Akt phos inh | EPAC2 agonist
1 | Cc1ccc(C[n+]2ccccc2)cc1 | 16% | 5.2µM* | -18% | i | 5%
2 | COc1ccc(NC(=O)CSc2nc3c(c(=O)n2-c2ccccc2)SCC3)c(OC)c1 | 16% | -30% | -3% | i | -2%
3 | CC1(C)CC(=O)C=C(NCCN2CCN(C(=O)Nc3ccc(Cl)c(Cl)c3)CC2)C1 | 4% | -18% | 1% | i | -11%
4 | COc1cccc(/C(O)=C2/C(=O)C(=O)N(c3ccccn3)C2c2ccc(OC)c(OC)c2)c1 (stereo not given) | 0%[57.1 µM] | -21% | 13% | i | 0%
5 | CC(C)c1ccc(S(=O)(=O)c2nnn3c2nc(NCC2CCCO2)c2ccccc23)cc1 (stereo not given) | 1% | 16% | -1% | i | -1%
6 | O=C(NNC(=O)c1cccnc1Cl)c1ccc(F)cc1 | 10% | 2% | -5% | i | 5%
7 | COC(=O)CC(=O)CSc1nc2cc(C(=O)NCC(C)C)ccc2c(=O)n1CCc1ccccc1 | / | ? | -29% | / | /
8 | Cc1[nH]n(-c2ccccc2)c(=O)c1C=NC1CCCCC1 | 4% | ? | 4% | i | 4%

No. | Nrf2 activator | MmCpn inh | A549 tox | CCT modulator
1 | 0.1% | 2% | -9% | -2.2
2 | -0.1% | -6% | -17% | 2.3
3 | 0.2% | 1% | -3% | -2.1
4 | 0.2% | 0% | -11% | -1.9
5 | -0.3% | 0% | -1% | -4.4
6 | -0.1% | 1% | 2% | 1.6
7 | 3.2% | / | 5% | /
8 | 4.6% | 0% | 4% | -3.0

# Remaining list, next part.
No. | SMILES | EPAC2 antag | Nrf2 block | TGFb inhibitor | Akt phos inh | EPAC2 agonist
9 | CCC(=O)Nc1nnc(SCc2cccc(F)c2)s1 | -21% | -21% | -8% | i | -5%
10 | O=[N+]([O-])c1cnccc1Nc1ccccc1 | -2% | -16% | 8% | i | 2%
11 | O=C(CCNS(=O)(=O)c1ccc(Br)cc1)NCC1CCCO1 (stereo not given) | 0% | -1% | -2% | i | -3%
12 | C=CCn1c(-c2ccccc2)nc(=S)c2c1CC(C)(C)OC2 | 15% | 2% | 9% | / | -1%
13 | CC(C)C(N)c1csc(Nc2ccc(C(=O)NCCCO)cn2)n1 (stereo not given) | 4% | / | 0% | i | 1%
14 | Cc1cc(C)nc(SC2CCCCC2NS(=O)(=O)c2ccccc2)n1 (stereo not given) | 11% | 2% | 2% | i | 8%
15 | CCOc1ccc(NC(=O)Cn2c(=O)n(Cc3ccc(C(=O)NCc4ccc(C)cc4)cc3)c(=O)c3ccccc32)cc1 | / | 18µM* | 3% | / | /
16 | Cc1onc(-c2ccccc2)c1C(=O)Nc1ccc(Br)cc1Cl | -13% | -27% | 7% | i | -13%

No. | Nrf2 activator | MmCpn inh | A549 tox | CCT modulator
9 | -0.9% | 1% | 25% | 0.8
10 | -0.7% | 1% | -1% | 1.2
11 | -0.8% | -1% | -2% | -1.2
12 | -0.4% | -2% | -3% | 1.7
13 | -0.7% | / | / | -1.2
14 | -0.2% | 0% | -15% | 0.7
15 | 0.0% | / | -14% | /
16 | 0.3% | 2% | 8% | -2.5

# Carrying on:
No. | SMILES | EPAC2 antag | Nrf2 block | TGFb inhibitor | Akt phos inh | EPAC2 agonist
17 | Cc1cccc(NS(=O)(=O)c2ccc3[nH]c(=O)cc(C(=O)O)c3c2)c1 | 5% | ? | 0% | i | 4%
18 | Cc1cccc(NC(=S)NC2CCCC2)c1C | 8% | -2% | -13% | i | 9%
19 | O=C(c1ccc(Cl)cc1)[C@@H]1[C@@H]2C(=O)N(c3ccccc3)C(=O)[C@@H]2C2c3ccccc3C=NN21 (stereo not given in full) | -1% | 2% | -11% | i | 4%
20 | Cc1csc(CN(C)C(=O)CC2C(=O)NCCN2Cc2ccc(F)cc2Cl)n1 (stereo not given) | 4% | -4% | 13% | i | 5%
21 | O=C(c1ccc(OC2CCN(C/C=C/c3ccccc3)CC2)cc1)N1CCCC1 | 6% | -19% | -15% | i | 7%
22 | COc1ccc(-n2nc(C(=O)NCC(=O)Nc3cccc(C)n3)c3ccccc3c2=O)cc1 | 2% | -27% | 1% | i | 1%
23 | CCc1ccc(N2CN(CCc3ccccc3)CNC2=S)cc1 | 7% | -13% | ? | i | -1%
24 | CC(C)N(Cc1nccn1C)C(=O)CC1C(=O)NCCN1Cc1ccccc1C(F)(F)F (stereo not given) | -3% | -1% | 18% | i | 4%

No. | Nrf2 activator | MmCpn inh | A549 tox | CCT modulator
17 | -0.2% | 0% | -5% | -3.2
18 | 0.0% | 0% | 0% | 1.8
19 | 2.1% | -4% | 0% | 2.1
20 | 0.5% | 0% | -6% | 0.3
21 | 3.6% | 0% | ? | -2.8
22 | -0.9% | ? | -6% | -3.0
23 | -0.7% | -1% | -6% | -2.5
24 | -0.5% | -1%[15.4 µM] | 3% | -9.5

# Reprinted from the part before: four compounds, followed by the next part.
No. | SMILES | EPAC2 antag | Nrf2 block | TGFb inhibitor | Akt phos inh | EPAC2 agonist
21 | O=C(c1ccc(OC2CCN(C/C=C/c3ccccc3)CC2)cc1)N1CCCC1 | 6% | -19% | -15% | i | 7%
22 | COc1ccc(-n2nc(C(=O)NCC(=O)Nc3cccc(C)n3)c3ccccc3c2=O)cc1 | 2% | -27% | 1% | i | 1%
23 | CCc1ccc(N2CN(CCc3ccccc3)CNC2=S)cc1 | 7% | -13% | ? | i | -1%
24 | CC(C)N(Cc1nccn1C)C(=O)CC1C(=O)NCCN1Cc1ccccc1C(F)(F)F (stereo not given) | -3% | -1% | 18% | i | 4%
25 | COc1cc(-c2n[nH]c(=S)n2/N=C/c2cccn2C)cc(OC)c1OC | 1% | 2% | 0% | i | -4%
26 | COc1ccccc1NC(=O)COC(=O)c1ccc(S(=O)(=O)NCc2ccco2)cc1 | -5% | / | ? | i | -12%
27 | CCOc1ccc(OCC)c(NC(=O)CN2CCN(c3ccc(C)cc3C)CC2)c1 | -4% | -1% | -10% | i | 4%
28 | COc1ccc(N2C(c3cc(OC)cc(OC)c3)=Cc3ccccc3C2CC(C)=O)cc1 (stereo not given) | -5% | / | / | i | 12%
29 | NC(=O)NC(Cc1ccccc1)C(=O)O (stereo not given) | 6% | 5% | 0% | i | 3%
30 | Cc1cccn2c(=O)c3cc(C(N)=S)c(=N)n(CCCN4CCOCC4)c3nc12 | -3% | -17% | -18% | i | 0%
31 | COc1ccc(C(=O)NCCN2CCOCC2)c(OC)c1 | 1% | 21% | 8% | i | 8%
32 | Cc1ccc(C)c(N2CCN(C(c3ccncc3)c3nnnn3Cc3ccccc3)CC2)c1 (stereo not given) | -4% | 10% | 10% | i | 23%

No. | Nrf2 activator | MmCpn inh | A549 tox | CCT modulator
21 | 3.6% | 0% | ? | -2.8
22 | -0.9% | ? | -6% | -3.0
23 | -0.7% | -1% | -6% | -2.5
24 | -0.5% | -1%[15.4 µM] | 3% | -9.5
25 | 9.9% | 0% | -1% | 1.1
26 | -0.6% | -2% | -4% | -2.0
27 | 0.4% | 1% | -4% | -1.5
28 | 7.6% | / | / | 0.7
29 | -1.1% | -2% | -1% | -2.2
30 | 5.0% | 1% | -8% | 0.1
31 | 0.1% | -4% | 9% | -2.0
32 | -0.9% | 0% | -4% | -1.1

# The closing 2 entries of the section before come first, to join the parts:
No. | SMILES | EPAC2 antag | Nrf2 block | TGFb inhibitor | Akt phos inh | EPAC2 agonist
31 | COc1ccc(C(=O)NCCN2CCOCC2)c(OC)c1 | 1% | 21% | 8% | i | 8%
32 | Cc1ccc(C)c(N2CCN(C(c3ccncc3)c3nnnn3Cc3ccccc3)CC2)c1 (stereo not given) | -4% | 10% | 10% | i | 23%
33 | C=CCNC(=O)CN(c1cccc(Br)c1)S(C)(=O)=O | 5% | -24% | 0% | i | 0%
34 | CCCCN(C(=O)C(C)Oc1cccc(Cl)c1)c1c(N)n(CCC)c(=O)[nH]c1=O (stereo not given) | 10% | 4% | -10% | i | 3%
35 | O=C(Nc1nnc(S(=O)(=O)N2CCCCCC2)s1)c1cccc(Br)c1 | -23% | -17%&30% | 10µM* | i | 7%
36 | Cc1cccc(C)c1NC(=O)CSc1nnc(C)c(=O)[nH]1 | 3% | -2% | 17% | i | 6%
37 | COc1cc(OC)cc(-c2sc3ccc(OC)cc3c2C#CCO)c1 | -29% | 11% | ? | i | 7%
38 | COc1cc(OC)c(/C=N/NC(=O)c2ccc(Cn3nc([N+](=O)[O-])cc3C)cc2)c(OC)c1 | -2% | 7% | -6% | i | 1%
39 | CC(=O)N1CCC(C(=O)Nc2ccc(S(=O)(=O)NCCc3ccccc3)cc2)CC1 | -3% | -13% | 4% | i | 7%
40 | Cc1nc(-c2cc(-c3nc(-c4ccc(C(C)(C)C)cc4)no3)no2)cs1 | -15% | 28% | -5% | i | 14%
41 | COc1ccccc1/C=N/Nc1nc(C)c(C(C)=O)s1 | -7% | 30% | -22% | i | 14%
42 | CCOc1cccc(C(=O)Nc2cccc(C(C)=O)c2)c1 | -2% | ? | -2% | i | -7%

No. | Nrf2 activator | MmCpn inh | A549 tox | CCT modulator
31 | 0.1% | -4% | 9% | -2.0
32 | -0.9% | 0% | -4% | -1.1
33 | 0.2% | -1% | -5% | 0.5
34 | -0.2% | 2% | 0% | -3.1
35 | 7.3%&4.3% | 1% | -10%&-12% | -2.3
36 | 0.2% | -3% | 2% | 0.6
37 | 27% | -19% | 1% | -0.1
38 | -1.8% | 0% | -7% | -1.8
39 | -0.6% | 1% | 4% | -5.7
40 | -1.1% | -7% | 6% | -1.2
41 | -0.8% | / | -1% | -5.5
42 | 5.0% | 1% | 17% | -3.7
